HSF1 inhib: HSF1 inhibitors in luciferase reporter cells, primary screen, cell-based, NIH3T3, luminescence. NIH3T3-HGL HSE-luciferase, MG132-induced, luminescence 8 h; hits give low values. activity change, negative = inhibition, % at 7.5 µM (by protocol). 300,000 compounds, 0.77% hits. AID 2098, 2009;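 active means more than half of replicate wells show activity change below -50%, luminescence cut by over half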;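 further: luciferase reports HSF-1 transcriptional activity via heat shock element; 0% = median of DMSO wells and -100% = zero luminescence signal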
KLF5 inhibitor: KLF5 expression inhibitors, primary screen, DLD-1 cells, luminescence; DLD-1 KLF5 promoter-luciferase reporter; inhibition, % at 5 µM; 290,000 compounds, 0.23% hits;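 active means inhibition above a per-plate limit of that plate's mean compound inhibition plus 3 SD, cut at about 60% in these data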;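 further: 0% = DMSO wells and 100% = LY294002 at 200 µM; higher means less KLF5 promoter-driven luciferase light; inactives centre near -14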
aSyn 5UTR inh: MLPCN primary screen, SNCA 5' untranslated region | alpha-synuclein 5'UTR reporter, inhibitor activity | 300,000 compounds, 0.82% hits | inhibition, % (tested at 7.5 µM); in the data active means inhibition above about 60%;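 further: H4 neuroglioblastoma cells stably carrying SNCA 5'UTR luciferase fusion; 0% = DMSO wells and 100% = positive control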
PolyA inhibitor: polyadenylation inhibitors in yeast reporter cells, primary screen, luminescence, S. cerevisiae; S. cerevisiae SKY197-pL101 polyadenylation reporter, beta-gal luminescence; efflux-impaired pdr1/pdr3 knockout yeast; score 100 = 6 SD above DMSO; calls only at 12 µM; 300,000 compounds, 0.02% hits; AID 1875, 2009;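 active means lowest replicate activity score at least 50, where 100 means six control SD above control mean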;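 further: yeast exposed to compound for 9 h at 30 °C; higher score means more reporter readthrough which indicates perturbed polyadenylation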
GSK3A inh: blockers of GSK3A enzyme activity – biochemical, luminescence, cell-free homogeneous, HTS, primary screen; Glycogen synthase kinase-3 alpha (Homo sapiens), P49840; GSK-3 alpha kinase, ADP-Glo luminescence, 60 min; inhibition, % at 10 µM; 320,000 compounds, 0.1% hits; AID 2650, 2010;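 in the data active means inhibition above about 50%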;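 further: GST-tagged GSK-3 alpha with peptide substrate and 25 µM ATP; 0% = DMSO neutral wells and 100% = GW8510 positive control wells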
Target sequence (P49840 whole entry, looked up): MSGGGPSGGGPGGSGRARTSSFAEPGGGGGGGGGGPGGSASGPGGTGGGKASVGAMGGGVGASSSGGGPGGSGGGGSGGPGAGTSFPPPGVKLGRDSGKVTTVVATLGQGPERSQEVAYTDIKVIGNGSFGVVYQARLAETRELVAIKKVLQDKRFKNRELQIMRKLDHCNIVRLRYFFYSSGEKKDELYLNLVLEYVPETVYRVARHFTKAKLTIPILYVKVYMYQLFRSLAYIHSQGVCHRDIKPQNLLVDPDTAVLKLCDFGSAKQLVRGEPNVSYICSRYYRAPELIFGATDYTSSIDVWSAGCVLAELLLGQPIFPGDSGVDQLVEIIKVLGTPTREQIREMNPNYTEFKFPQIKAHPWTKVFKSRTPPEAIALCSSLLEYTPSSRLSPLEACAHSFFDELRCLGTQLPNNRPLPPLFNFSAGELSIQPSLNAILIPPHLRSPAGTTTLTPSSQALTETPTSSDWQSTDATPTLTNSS
IEC-6 tox: cytotoxicity in IEC-6 intestinal epithelial cells, primary screen, cytotoxicity control for KLF5 inhibitor project, cell-based, luminescence | IEC-6 cytotoxicity, luminescence viability | inhibition, % at 5 µM | 290,000 compounds, 0.78% hits | AID 1825, 2009; in the data active means inhibition above about 22%;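 further: 0% = plate median of test compound wells and 100% = cytotoxic reference compound wells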
GSK3beta inhib: human GSK3beta kinase inhibitors, primary screen, biochemical, cell-free homogeneous, HTS. AID 2097, 2009. activity score (negative = inhibition), % at 10 µM. GST-GSK3beta kinase, ADP-Glo luminescence, 60 min; hits give low values. 300,000 compounds, 0.038% hits. Glycogen synthase kinase-3 beta (Homo sapiens), P49841;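 active means more than half of replicate wells score below -50%, meaning over 50% inhibition versus plate controls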;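 further: 0% = median DMSO wells and -100% = median GW8510 positive control wells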
Target sequence (P49841 whole entry, looked up): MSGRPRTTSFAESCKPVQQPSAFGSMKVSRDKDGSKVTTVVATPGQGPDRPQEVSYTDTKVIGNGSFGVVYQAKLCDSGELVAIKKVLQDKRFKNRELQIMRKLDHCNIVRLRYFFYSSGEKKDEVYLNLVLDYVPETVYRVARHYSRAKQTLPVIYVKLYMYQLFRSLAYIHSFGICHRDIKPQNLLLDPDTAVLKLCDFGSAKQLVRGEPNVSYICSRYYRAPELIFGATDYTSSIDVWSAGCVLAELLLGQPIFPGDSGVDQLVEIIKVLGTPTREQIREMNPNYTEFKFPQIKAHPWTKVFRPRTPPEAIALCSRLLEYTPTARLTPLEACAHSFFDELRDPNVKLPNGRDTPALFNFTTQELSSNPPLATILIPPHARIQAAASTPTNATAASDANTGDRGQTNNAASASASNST
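Test system: GST-tagged human GSK3beta kinase, cell-free; evaluation: activity score scaled between in-plate DMSO and GW8510 controls; measured by: ADP-Glo luminescence; incubation: 60 min reaction, RT; benchmarks: DMSO and 20 µM GW8510; reagent: peptide substrate plus 25 µM ATP (final); medium: Tris/MgCl2 kinase buffer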
HSP90 inh: HSP90 inhibitors, primary screen, cell lysate, luminescence; Heat shock protein HSP 90 (rabbit reticulocyte lysate; luciferase refolding); Rabbit reticulocyte lysate, luciferase refolding luminescence, 3 h; inhibition, % at 5.6 µM; 290,000 compounds, 0.91% hits;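 active means inhibition above the screen-wide mean plus 3 SD, computed separately per campaign, cut at about 16% in these data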;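 further: 0% = DMSO wells and 100% = 60 µM geldanamycin wells; inhibitors lower the luminescence because luciferase stays unfolded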
HSF-1 act: HSF-1 activators, primary screen, NIH3T3-HGL cells, MG132 stress, luminescence, single point; 300,000 compounds, 1.7% hits; activation, % at 9 µM; NIH3T3-HGL HSF-1 luciferase reporter, 8 h; 100% = twice DMSO control signal;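 active means mean replicate activation of at least 50% with a set share of replicates each reaching 50%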;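 further: 0% = median of the neutral control wells and 100% = twice that signal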
AI-2 QS modul: Vibrio harveyi AI-2 quorum sensing modulators, primary screen, JMH597 strain, luminescence/OD600 ratio; Vibrio harveyi JMH597 AI-2 luminescence/OD600 ratio, 9 h; hits give low values; strain lacks LuxN and CqsS sensors; 0 = neutral-control median; 300,000 compounds, 0.4% hits; activity change, % at 7.5 µM; AID 2094, 2009; in the data active means activity change below about -75%, passing the limit was not always enough;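 further: luminescence divided by OD600 gain over 9 h not by final OD600 alone; inactives centre near 13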
Numbers without * were called inactive; i = inactive; / = no result given.

| mol | HSF1 inhib | KLF5 inhibitor | aSyn 5UTR inh | PolyA inhibitor | GSK3A inh | IEC-6 tox | GSK3beta inhib | HSP90 inh | HSF-1 act | AI-2 QS modul |
| --- | --- | --- | --- | --- | --- | --- | --- | --- | --- | --- |
| COc1ccc(CN(C(=O)c2cc3ccccc3oc2=O)C2CCS(=O)(=O)C2)cc1 (stereo unspecified) | 5 | -16 | -34 | i | -2 | 6 | -4 | -1 | 4 | -3 |
| COc1cccc(OCC(=O)N(Cc2nc(-c3ccc(Cl)cc3)no2)C(C)C)c1 | -5 | -19 | 17 | i | 1 | 0 | 0 | 5 | 0 | 22 |
| Cc1cc2c(cc1[N+](=O)[O-])NC(CNC(C)C)CC2 (stereo unspecified) | -2 | -26 | -8 | i | 0 | 0 | 0 | -3 | 36 | 36 |
| N=c1c2c(-c3ccccc3)c(-c3ccccc3)oc2ncn1Cc1ccco1 | 10 | 8 | 13 | i | 1 | 2 | -2 | 0 | 23 | 8 |
| CC(C)CN(C(=O)CSc1nnc(-c2cccs2)n1N)c1c(N)n(Cc2ccccc2)c(=O)[nH]c1=O | -4 | / | -3 | i | / | / | 0 | / | -8 | 17 |
| COc1ccc(CCNC(=O)CCCn2c(=O)[nH]c3cc(OC)c(OC)cc3c2=O)cc1OC | -8 | 1 | 11 | i | -3 | -2 | 2 | -1 | -22 | 17 |
| Cc1ccc(CCNC(=O)c2cc(-c3ccncc3)nc3ccccc23)cc1 | 26 | 12 | 6 | i | -2 | -1 | 2 | -2 | 45 | 21 |
| CNC(=O)c1[nH]cnc1C(=O)Nc1cccc(OC)c1 | -8 | -43 | -41 | i | 0 | -1 | -3 | -3 | 1 | 19 |
| CC(C)N=C(NS(=O)(=O)c1cccs1)c1ccccc1 | -3 | -23 | 7 | / | -2 | 2 | 2 | 0 | -1 | 3 |
| O=C(O)c1ccc(N/N=C/c2ccc(-c3cccc(Cl)c3)o2)cc1 | -2 | -50 | -114 | i | 3 | -1 | -1 | 6 | -8 | -94* |
| COC(Cn1c(C)c(C(C)=O)c(C(C)=O)c1C)OC | -3 | -6 | -3 | i | / | 3 | -4 | -1 | 6 | 41 |
| COc1ccc(C(C)NC(=O)c2ccncc2)cc1 (stereo unspecified) | 2 | 5 | 1 | i | -2 | -7 | 3 | -2 | 4 | 22 |
| Cn1c(=O)n(C)c2cc(S(=O)(=O)N3CCN(c4ccccc4)CC3)ccc21 | 2 | 2 | 5 | / | -2 | 2 | 1 | 1 | 2 | 21 |
| CCOC(=O)C1CCCN(c2cc(C)nc3cc(-c4ccc(F)cc4)nn23)C1 (stereo unspecified) | 5 | -24 | -8 | i | -2 | 2 | -1 | 0 | 41 | 28 |
| CC(C)CCOc1ccc(C(=O)N2CCCC2C(=O)O)cc1 (stereo unspecified) | -7 | -6 | 12 | i | 0 | 6 | -2 | 5 | -2 | 25 |
| CCOC(=O)N1CCN(C(=O)c2oc3ccc(S(=O)(=O)N4CCCCCC4)cc3c2C)CC1 | 19 | -13 | 1 | i | 1 | -1 | 4 | 0 | 11 | 16 |
| COc1ccccc1N1CCN(C(=O)C(=O)c2c(C)[nH]c3ccccc23)CC1 | 3 | 0 | -5 | i | 0 | -3 | -1 | -3 | 4 | 25 |
| Nc1nc(NS(=O)(=O)c2ccc(Cl)cc2)nn1-c1ccccc1 | -6 | -15 | 14 | i | -2 | 1 | 3 | 0 | 3 | 15 |
| Cc1ccccc1C(=O)N1CCN(c2ccc(NC(=O)c3cccnc3)cc2)CC1 | -10 | 2 | 35 | i | 3 | 8 | 1 | 9 | -17 | 21 |
| COC(=O)c1ccccc1NC(=O)NCc1c(C)nn(C)c1C | / | 11 | / | / | -3 | -2 | 0 | 0 | / | 13 |
| COCc1cc(=O)[nH]c2cc(NC(=O)C(C)(C)CCl)c(C)cc12 | -8 | -2 | 11 | i | / | -8 | 3 | -1 | -7 | 22 |
| O=C(CN1CCCCC1)Nc1ccc(NC(=O)c2ccc(Cl)cc2)cc1Cl | 2 | 16 | 0 | i | / | -1 | 0 | 4 | -9 | 10 |
| CC1(C)CC(=O)c2sc(NC(=O)c3ccco3)nc2C1 | 7 | -46 | -120 | i | 0 | 4 | -1 | 1 | 9 | 16 |
| Cc1cccc(N(CC(=O)NCCSc2ccccn2)S(=O)(=O)c2ccccc2)c1 | -1 | 13 | 19 | i | -1 | 11 | 0 | 3 | -1 | 33 |
| COc1cc2c(cc1NC(=O)CSc1nnc(Cc3cccs3)n1C)oc1ccccc12 | / | -7 | -10 | i | 5 | 4 | 1 | 4 | / | 23 |
| Cc1noc2ncnc(SCc3ccc(C(F)(F)F)cc3)c12 | 14 | -21 | 0 | i | -3 | 3 | 0 | 4 | 19 | 22 |
| O=S(=O)(NCCN1CCOCC1)c1ccc2c(c1)OCCO2 | 3 | 7 | -1 | i | 0 | 2 | 2 | 3 | -10 | 20 |
| CNc1ccc(Cl)cc1C(N)=O | 4 | -34 | 13 | i | 0 | 2 | 3 | 2 | 4 | 2 |
| Cc1nn(Cc2cccc(F)c2)c(C)c1NC(=O)c1c([N+](=O)[O-])c(C)nn1C | 5 | 0 | 3 | i | 0 | 0 | 3 | 3 | -2 | 36 |
| COCCNC(=O)Cn1c(=O)n(CCCCCC(=O)NCc2ccc3c(c2)OCO3)c(=O)c2sccc21 | 4 | -7 | -8 | i | -1 | -5 | 1 | 1 | 16 | -10 |
| COC(=O)[C@H](C)NC(=O)NCc1ccco1 | 2 | -6 | 13 | i | -1 | -7 | 1 | 3 | 7 | 6 |
| CC(=O)OCC(OC(C)=O)C(OC(C)=O)C(OC(C)=O)C(=O)Nc1ccccc1 (stereo unspecified) | -6 | 3 | -3 | i | -6 | 4 | 2 | 1 | 4 | 0 |
| Cc1ccc(N(CC(=O)NCc2ccccn2)S(=O)(=O)c2ccccc2)cc1Cl | 1 | -18 | 13 | i | 0 | -4 | -2 | -10 | 5 | 27 |
| COc1ccc(C(=O)N=C2SC3CS(=O)(=O)CC3N2Cc2ccc(F)cc2)cc1 (stereo unspecified) | -3 | -4 | 23 | i | 0 | 0 | 2 | 1 | 7 | 60 |
| C=CCOc1c(Cl)cc(CNCCCN2CCOCC2)cc1OC | -1 | -21 | -20 | i | -2 | -1 | / | -4 | 20 | / |
| CCc1ccc(CNCc2ccc(F)cc2)cc1 | -5 | -9 | -5 | i | 2 | 5 | 0 | 5 | -21 | 2 |
| COc1ccc(NC(=O)c2ccc(=O)[nH]c2)cc1S(=O)(=O)N1CCCCC1 | -4 | -29 | 0 | i | 0 | -3 | 1 | -2 | 25 | 18 |
| O=C(Nc1ncnc2sc3c(c12)CCCC3)c1ccncc1 | -5 | -26 | -11 | i | 9 | 8 | -25 | 3 | -10 | 14 |
| Cc1ccc(S(=O)(=O)NC2CCOC(C)(C)C2)cc1 (stereo unspecified) | -5 | -60 | 2 | i | 1 | 0 | 2 | 4 | 6 | 9 |
| CCc1nnc(NC(=O)CSc2nnnn2C)s1 | -6 | -31 | 0 | i | -1 | 0 | 2 | 0 | -7 | 3 |
| COc1ccc(CN(C)C(=O)c2cc(-c3ccc(OC)c(OC)c3)nc3ccccc23)c(OC)c1 | -11 | -27 | 15 | i | / | 2 | 2 | -4 | -18 | 12 |
| COc1ccc(-c2nc(NC(=O)c3nc4nccc(C)n4n3)sc2C)cc1 | -3 | -16 | -3 | i | 5 | -10 | 1 | 1 | -1 | 29 |
| O=C(N/N=C/c1ccc(O)c(O)c1)NC12CC3CC(CC(C3)C1)C2 | -4 | -55 | 12 | i | -1 | 16 | 1 | -5 | -21 | 14 |
| S=C(c1ccc(-c2ccc(Br)cc2)o1)N1CCCCC1 | 16 | -150 | -201 | i | -5 | -11 | 2 | -3 | 62* | 20 |
| CC(C)CNC(=S)Nc1ccccc1F | 9 | -19 | -3 | i | -1 | -3 | 4 | -4 | 5 | 0 |
| CC(C(=O)N=Nc1c(O)[nH]c2ccccc12)n1cnc2ccccc2c1=O (stereo unspecified) | 1 | 4 | -8 | i | 2 | 2 | 0 | -1 | 4 | -1 |
| COC(=O)CSc1nnc(CNS(=O)(=O)c2ccc(Br)cc2)n1C | -5 | -36 | -10 | i | -3 | -3 | -3 | 4 | -13 | 25 |
| Cc1nn(-c2ccccc2)c(NC(=O)c2cccs2)c(-c2ccccc2)c1=O | -4 | -24 | 15 | i | -2 | -7 | 4 | -4 | 1 | 17 |
| Cc1c(OC(C)C(=O)O)ccc2c(-c3ccccc3)cc(=O)oc12 (stereo unspecified) | -6 | 1 | 4 | i | -1 | 5 | 0 | 3 | 3 | 5 |
| N/C(=N\OC(=O)COc1ccc(Cl)cc1Cl)c1cccnc1 | 49 | -10 | -146 | i | -3 | 0 | 1 | -3 | 93* | 23 |

Other results:
| mol | HSF1 inhib | KLF5 inhibitor | aSyn 5UTR inh | PolyA inhibitor | GSK3A inh | IEC-6 tox | GSK3beta inhib | HSP90 inh | HSF-1 act | AI-2 QS modul |
| --- | --- | --- | --- | --- | --- | --- | --- | --- | --- | --- |
| COc1ccc(C(=O)c2ccc(Cl)cc2)c2ccccc12 | -8 | -49 | 17 | i | 0 | -1 | -2 | 0 | -1 | 13 |
| O=C(CN1C(=O)C(c2ccccc2)Oc2cccnc21)NCc1ccccc1F (stereo unspecified) | 8 | -15 | 11 | i | 0 | -6 | 0 | -3 | 3 | -10 |
| CC(OC(=O)CN1C(=O)NC(C)(C)C1=O)C(=O)c1ccccc1 (stereo unspecified) | -6 | -5 | 13 | i | 0 | 3 | -1 | 1 | -2 | 26 |
| CC(C(=O)N1CCCc2ccccc21)N1CCN(c2ccccn2)CC1 (stereo unspecified) | -3 | -23 | 8 | i | -3 | 0 | -4 | 2 | 12 | 5 |
| COc1cccc(N2C(=O)C(Cc3c[nH]c4ccccc34)NC2=S)c1 (stereo unspecified) | -4 | -24 | 3 | i | -3 | -1 | 3 | -3 | -8 | 0 |
| N#CC(C(N)=O)=C1CCC2(CC1)OCCCCO2 | / | -18 | / | / | 0 | 1 | -1 | -2 | / | 23 |
| Cc1cc(OCC(=O)N(Cc2ccco2)C2CCS(=O)(=O)C2)cc(C)c1Cl (stereo unspecified) | 11 | 16 | 26 | i | -4 | 7 | -6 | 9 | 57* | 18 |
| COc1cc2c(cc1OC)C(c1ccccc1OC(C)C)CC(=O)N2 (stereo unspecified) | 7 | 0 | 8 | i | -5 | 8 | 0 | 0 | 5 | 9 |

Assay outcomes (PubChem BioAssay)

A portion of the library; count on the stated rates, not on these rows.
